GlmU inhibition: inhibition of mycobacterial GlmU enzyme – biochemical, glucosamine-1-phosphate acetyltransferase (AID 1376) | Bifunctional protein GlmU (Mycobacterium tuberculosis (strain ATCC 25618 / H37Rv)) | M. tuberculosis GlmU acetyltransferase enzyme assay; higher % means a stronger effect | inhibition, %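 (tested at 30 µM in the primary screen)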, or IC50 in µM where a hit was titrated | 0.25% of 220,000 active; in the data active = inhibition above about 13%; inconclusive = no clear call, values can overlap the other calls;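 also: 0% = complete reaction with vehicle and 100% = reaction without substrate; strong numbers were not always called active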
Mtb RmlCD inh: M. tuberculosis RmlC/RmlD coupled enzyme inhibitors, primary screen, biochemical, compound mixtures, 384-well, from 1536-well plates; dTDP-4-dehydrorhamnose reductase (Mycobacterium tuberculosis (strain ATCC 25618 / H37Rv)) …; RmlC+RmlD coupled enzyme assay, percent inhibition; primary screen in compound mixtures; inhibition, % at 3.6 µM; 0.03% of 160,000 active; in the data active = inhibition mostly above about 34%, no sharp cut-off; inconclusive = no clear call, values can overlap the other calls; inactive = mostly below about 22%; also: some results filed as inactive read as strong as hits
Target sequence (P9WH09 whole entry, looked up): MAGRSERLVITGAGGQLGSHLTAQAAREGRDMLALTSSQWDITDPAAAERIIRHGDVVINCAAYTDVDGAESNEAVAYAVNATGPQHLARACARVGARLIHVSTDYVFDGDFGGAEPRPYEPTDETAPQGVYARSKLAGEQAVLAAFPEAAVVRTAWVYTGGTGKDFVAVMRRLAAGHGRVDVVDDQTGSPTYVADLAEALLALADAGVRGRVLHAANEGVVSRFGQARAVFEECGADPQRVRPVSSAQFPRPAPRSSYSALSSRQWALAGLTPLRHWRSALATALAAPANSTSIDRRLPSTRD
Target sequence (P9WH11 whole entry, looked up): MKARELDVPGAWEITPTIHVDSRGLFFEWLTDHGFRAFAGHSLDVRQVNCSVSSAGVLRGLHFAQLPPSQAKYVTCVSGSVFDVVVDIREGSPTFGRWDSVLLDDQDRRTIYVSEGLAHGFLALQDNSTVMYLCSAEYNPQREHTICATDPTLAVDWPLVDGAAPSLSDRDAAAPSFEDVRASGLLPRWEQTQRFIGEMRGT
An asterisk follows results filed as active; ? = inconclusive; / = no result given.

canonical_smiles	GlmU inhibition	Mtb RmlCD inh
Cn1c(N)c(C(=O)COC(=O)Cn2cc(C(F)(F)F)ccc2=O)c(=O)n(C)c1=O	-5.5%	/
COc1ccc(S(=O)(=O)N2CCCCC2C(=O)O)cc1 (stereo unspecified)	-2.1%	/
CN1CCN(CC(C)(C)NS(=O)(=O)c2ccc(Cl)cc2)CC1	-3.2%	-3
CC(C)CCn1c(SCC(N)=O)nc2c1c(=O)n(C)c(=O)n2C	-1.7%	8
COc1ccc(C2OC(=O)CC2C(=O)NC2CCCC(C)C2C)cc1OC (stereo unspecified)	-2.3%	/
COC(=O)c1ccc(CSc2nnc3ccccn23)o1	6.3%	/
S=c1[nH]nc(CCCc2n[nH]c(=S)o2)o1	0.2%	1
CCc1nc2ccccc2c(C(=O)NCc2ccccc2)c1C	-6.0%	9
Cc1ccc(S(=O)(=O)NC(=NCC(=O)O)c2ccccc2)cc1	1.8%	36
CN(C)C(=O)c1cc(C(=O)c2ccc(C(F)(F)F)cc2F)c[nH]1	7.2%	4
C=CCn1c(C2CC2)n[nH]c1=S	-3.8%	-11
Cc1ccc(S(=O)(=O)N2CC(O)C[C@H]2C(=O)OCC(=O)c2ccccc2)cc1 (stereo partly specified)	-4.5%	-3
COc1ccc(/C=C/C(=O)C2CC2)cc1COc1c(C)cccc1C	-0.4%	-2
Cn1nccc1C(=O)N1CCN(c2ccc(F)cc2)CC1	5.0%	/
CCOc1ccc(-c2c(C#N)c(N)nc3sc(C(=O)c4ccccc4)c(N)c23)cc1	1.8%	/
O=C(O)c1cc(Cl)c(Cl)cc1C(=O)N1CCCC1	-0.3%	-8
CCCCNc1ccc(S(=O)(=O)c2cccc([N+](=O)[O-])c2)cc1[N+](=O)[O-]	-8.9%	/
CCOC(=O)C1CCCN(c2c(C(=O)c3ccccc3)cnc3ccc(OC)cc23)C1 (stereo unspecified)	-0.2%	-4
Cc1ccnc(N2CCC(C(=O)Nc3ccc(Oc4ccccc4)cc3)CC2)n1	/	5
O=C(NCCc1c[nH]c2ccccc12)C1CCC(Cn2c(=S)[nH]c3ccccc3c2=O)CC1 (stereo unspecified)	0.4%	11
COc1ccc(/C=C/C(=O)Nc2ccccc2C(=O)O)cc1	-2.2%	-13
O=C(CN1CCCC1)N1CCCc2ccccc21	1.2%	-6
COc1cc(/C=N/NC(=O)c2ccc(CSc3nncn3C)cc2)cc(OC)c1O	3.0%	-12
CC(C)OC(=O)/C(=C\C=C\c1ccccc1)NC(=O)c1ccccc1	2.2%	-8
c1ccc(NC2=Nc3ccccc3CC2)cc1	3.6%	-8
CN(C(=O)CCc1nc2ccccc2s1)c1ccccc1	1.3%	12
CCOC(=O)c1cnc(-n2nc(C)cc2C)nc1NCc1ccccc1	0.5%	13
O=C(Nc1ccc(Cl)cn1)c1cc2ccccc2o1	-1.3%	-4
CN1CCc2nc(NC(=O)c3cccc(OC(F)F)c3)sc2C1	-7.2%	-9
Cc1ccc(NC(=O)CCNS(=O)(=O)c2ccccc2)c(C(=O)c2ccccc2)c1	-4.0%	1
CCCCN(C(=O)CSc1nnc(-c2ccco2)o1)c1c(N)n(Cc2ccccc2)c(=O)[nH]c1=O	/	-4
Cc1cccc(OCC(=O)OCC(=O)c2c(N)n(C)c(=O)n(C)c2=O)c1	-2.6%	-9
O=C(Nc1cccc(C(F)(F)F)c1)C1CCCO1 (stereo unspecified)	-0.1%	/
Cc1ccccc1C(=O)Nc1ccc(N2CCCC2)cc1	-3.4%	/
CC1=C(CCN2CCN(C(C)C)C(CCO)C2)C(C)(C)CCC1 (stereo unspecified)	-3.0%	/
CCS(=O)CCSC(=N)N (stereo unspecified)	-1.3%	/
Cc1ccc(Sc2ccc(C=C3C(=O)N(C)C(=O)N(C)C3=O)o2)cc1	1.5%	-1
COc1ccc(-n2c(N)c(C(=O)NCc3ccco3)c3nc4ccccc4nc32)cc1OC	4.1%	/
O=C(CCc1nnc(CCCCc2ccccc2)o1)NCCCc1cccnc1	-0.7%	10
Fc1cccc(F)c1-c1nc(-c2ccc(Cl)cc2)no1	-1.2%	-5
Nc1ccn(Cc2cccc(Cl)c2)n1	0.2%	2
CC(C)OC(=O)c1nn2c(C(F)(F)F)cc(-c3ccc(Br)o3)nc2c1Br	6.9%	-6
C=CCn1c(NC(=O)c2ccc(Br)o2)c(C(=O)OCC)sc1=S	5.7%	-7
C/C(CCC(=O)O)=N/Nc1ccc([N+](=O)[O-])cc1[N+](=O)[O-]	4.5%	6
CCOC(=O)c1cnc(SC)nc1Oc1cccc(NS(=O)(=O)c2ccc(Cl)cc2)c1	4.7%	1
CCOC(=O)C(=Cc1ccc(-n2ccnc2)cc1)C(=O)OCC	0.2%	3
Cc1occc1C(=O)NNC(=S)NCc1ccccc1	-7.0%	15
O=C(OCC(=O)N1CCCC1)c1cccs1	-2.4%	66
CCn1c(CC(=O)Nc2ccc(C)cc2)nnc1SCC(=O)NCc1ccccc1	3.9%	/
Cc1[nH]nc(N=CC2=C(O)CC(C)(C)CC2=O)c1-c1ccc(Cl)cc1	0.0%	-6
COc1ccc(S(=O)(=O)NCCC(=O)NCc2ccccc2)cc1	-0.1%	-3
Cc1c(NC(=S)NC(NC(=O)C(C)(C)C)C(Cl)(Cl)Cl)c(=O)n(-c2ccccc2)n1C (stereo unspecified)	1.2%	-7
CCCn1c(=O)n(N)c2ccccc21	-4.1%	-8
Cc1nc(SCc2ccccc2)c2ccsc2n1	1.3%	4
CN(C)C(=O)c1c(-c2ccccc2)oc2ccc(O)cc12	-4.8%	28
CC(C)CC(=O)NC(=S)Nc1ccc(F)cc1F	4.1%	4
CCOC(=O)c1ccc(NC2c3ccccc3C(=O)N2c2ccc(C)cn2)cc1 (stereo unspecified)	1.9%	-7
CCc1ccc(OCc2nnc(SCC(=O)Nc3cccc(C(=O)N4CCOCC4)c3)o2)cc1	4.8%	/
CCOc1ccc(OCC)c(-c2c(=O)n(OCc3ccc(Cl)cc3)c3ccccc3[n+]2[O-])c1	2.1%	22
COc1ccc(OCCCn2cc(/C=C3/C(=N)N4C=C(C)SC4=NC3=O)c3ccccc32)cc1	6.3%	-10

(cont.)
canonical_smiles	GlmU inhibition	Mtb RmlCD inh
C=C1C(O)(c2ccccc2)C2CC[N+]1(C)CC2 (stereo unspecified)	6.5%	/
COc1ccc(OC)c(NC(=O)Cc2coc3ccc(C)cc23)c1	-1.7%	29
CCOC(=O)N1CCN(CC(=O)Nc2ccc(F)c(F)c2)CC1	0.5%	/
COc1ccc(C(=S)N(C)C)cc1OC	3.2%	?
O=C(COc1ccccc1)n1nc(-c2ccc(Cl)cc2)nc1NCc1ccco1	0.5%	-12
C/C(=N\Nc1cccc2cccnc12)c1ccc(C)cc1	0.0%	-8
C=CCSc1nc(C)c(CC(=O)OCC(C)C)c(=O)[nH]1	5.1%	/
COc1ccccc1OCC(=O)Nc1ccc(S(=O)(=O)N2CCCCCC2)cc1	-0.2%	/
O=C(O)CCCNC(=O)/C(=C\c1ccc(Cl)cc1)NC(=O)c1ccccc1Br	-1.7%	5
COc1ccc(/C=C/C(=O)Nc2cc(C)on2)cc1	-0.1%	/
Cc1cccc(C(=O)NCc2ccc(S(N)(=O)=O)cc2)c1[N+](=O)[O-]	-1.2%	5
O=C(NCCc1ccccc1)C1CCCN(S(=O)(=O)c2cccnc2)C1 (stereo unspecified)	5.6%	7
Cn1ncc(N=Cc2ccc([N+](=O)[O-])cc2)c1C(=O)N1CCOCC1	-3.3%	1
COc1cc(C(=O)NCC2CCCO2)ccc1OCc1c(C)noc1C (stereo unspecified)	6.1%	11
CCOC(=O)N1CCN(C(=O)CSCc2ccccc2)CC1	-0.5%	/
O=C(CSCCOc1ccccc1)NCc1ccncc1	3.4%	0
O=C(Nc1cc(Sc2ccccn2)cc([N+](=O)[O-])c1)c1ccc(Cl)cc1	3.6%	10
CCOC(=O)c1sc(-c2ccccc2)cc1NC(=O)Nc1ccc([N+](=O)[O-])cc1	-2.4%	0
Cc1ccc(-n2nnnc2SCC(=O)NNC(=O)c2ccco2)c(C)c1	4.8%	14
CCOc1cc(NC(=O)C2CCCCC2)c(OCC)cc1NC(=O)c1ccccn1	-0.1%	-1
COC(=O)c1ccc(NC(=O)COC(=O)C2CC(=O)N(Cc3ccccc3)C2)cc1 (stereo unspecified)	-1.5%	8
Cc1nn(C/C(C#N)=N\O)c(C)[n+]1N	-2.9%	/
O=C(N/C(=C\c1cccnc1)C(=O)N1CCOCC1)c1cccc(Br)c1	0.7%	4
CCCc1nc2oc3c(NCCCN(C)C)ncnc3c2c2c1CCCC2	-2.4%	-11

Four of the compounds above, field by field.
CCCc1nc2oc3c(NCCCN(C)C)ncnc3c2c2c1CCCC2
  GlmU inhibition = -2.4% | Mtb RmlCD inh = -11

CCOC(=O)c1sc(-c2ccccc2)cc1NC(=O)Nc1ccc([N+](=O)[O-])cc1
  GlmU inhibition = -2.4% | Mtb RmlCD inh = 0

Cc1ccc(-n2nnnc2SCC(=O)NNC(=O)c2ccco2)c(C)c1
  GlmU inhibition = 4.8% | Mtb RmlCD inh = 14

CCOc1cc(NC(=O)C2CCCCC2)c(OCC)cc1NC(=O)c1ccccn1
  GlmU inhibition = -0.1% | Mtb RmlCD inh = -1

New compounds follow:
canonical_smiles	GlmU inhibition	Mtb RmlCD inh
CCOc1ccccc1C1C(C(=O)OC)=CN(C)C=C1C(=O)OC	0.3%	9
CCOc1ccc(-c2nnn(CC(=O)c3ccc4c(c3)OCCO4)n2)cc1OCC	2.8%	-5
Cn1c(=O)oc2cc(S(=O)(=O)NCC3CCCO3)ccc21 (stereo unspecified)	8.5%	/
CCN1CCCC1CNC(=O)c1cc2c(-c3ccc(Cl)cc3)nn(C)c2s1 (stereo unspecified)	-12%	15
Fc1cccc(Cl)c1Cn1nnc(-c2ccc3c(c2)OCO3)n1	2.8%	-4
CCN(CCCCCN(C)C)Cc1cc2ccccc2o1	-5.2%	3
Cc1n(C)c2cc(Cl)ccc2[n+]1Cc1ccccc1	-7.1%	13
COc1ccc(N2C(=O)CSC23C(=O)N2c4c(cccc43)C(C)=CC2(C)C)cc1 (stereo unspecified)	-1.8%	3
CCn1c(CN2CCN(C(=O)c3ccco3)CC2)nc2c1c(=O)n(C)c(=O)n2C	6.5%	-11
CC(NC(=O)c1cccnc1)C(=O)O (stereo unspecified)	4.9%	5
CC(O)CC(C(=O)NNc1ccccc1)C(=O)NNc1ccccc1 (stereo unspecified)	-0.2%	99
COc1ccc(NC(=O)CN(C)S(=O)(=O)c2cccc3cccnc23)cc1	5.0%	6
c1ccc(Cc2nc3ccccc3n2Cc2ccccc2)cc1	3.9%	-8
NNC(=O)c1ccc(Cn2cc(Cl)cn2)cc1	0.2%	-5
COc1ccc(CCNC(=O)C(=O)NCCOc2ccccc2)cc1OC	2.2%	10
Cc1ccc(S(=O)(=O)N(C)CC(=O)OCC(=O)N2CCCC2=O)cc1	-0.2%	-11
O=C(CSc1n[nH]c(-c2ccncc2)n1)c1ccccc1	-4.0%	72
Cc1ccc(-n2c(C)cc(/C=C3/C(=O)NC(=O)N(C)C3=O)c2C)cc1	0.5%	-6
Cc1ccc(OCCn2c(CCCO)nc3ccccc32)cc1	-3.7%	8
NC(=O)c1oc2ccccc2c1NC(=O)c1nc2ccccc2s1	-3.3%	5
Cc1ccsc1C(=O)OCC(=O)c1cc2ccccc2o1	5.8%	-5
CC1=NN(c2ccc(Cl)c(C(=O)O)c2)C(=O)C1	-0.7%	2
CCC(=O)N1c2ccc(S(=O)(=O)CCC(=O)NCCC3=CCCCC3)cc2CC1C (stereo unspecified)	-1.3%	-5
CN1C(=O)CC(n2c(CO)nc3ccccc32)C1=O (stereo unspecified)	-4.3%	-9
COc1ccccc1/C=C/C(=O)Nc1nc(N)n(-c2ccccc2)n1	-5.1%	4
CCN1/C(=C2\C(=O)N(C)C(=S)N2C)C=Cc2ccccc21	-0.9%	35
O=C(COc1ccccc1)NCc1nnc(SCC(=O)Nc2nccs2)n1-c1ccccc1	1.6%	5
NC(=S)NC1CC2CC1C1C=CCC21 (stereo unspecified)	0.8%	/
CC(=O)Oc1ccccc1-n1c(C)nc(=O)c(-c2ccccc2)c1C	8.2%	-5
CCOC(=O)C1CCN(c2c(Nc3ccc(C)c(C)c3)c(=O)c2=O)CC1	9.0%	-8
Cc1cccc(C2c3[nH]c4ccccc4c3CCN2Cc2cnn(-c3ccc(F)cc3)c2)n1 (stereo unspecified)	5.0%	-3
N#C/C(=C1/C(=O)Nc2ccc(Br)cc21)c1ccccn1	-4.5%	23
CCOC(=O)C1C(=O)C=C(c2ccc(Br)cc2)CC1c1ccco1 (stereo unspecified)	5.1%	/
COc1ccc(Cl)cc1NC(=O)NC(C)C(C)(C)C (stereo unspecified)	0.0%	/

Bioassay records from PubChem.

Not all compounds are listed, so the mix of outcomes need not match the whole.
